# Bioassay records from PubChem BioAssay.
# eIF4E-4G inh = eIF4E/eIF4G interaction inhibition in translation initiation; P63073+Q04637; TR-FRET eIF4E-eIF4GI(517-606) binding, 2 h; inhibition, % at 21.7 µM; 220,000 compounds, 0.37% hits;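 active means inhibition above about 30%, limit read from the data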;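 further: 0% = full FRET control wells and 100% = background wells lacking eIF4GI fragment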
# NPY1 pot ag = potentiates or activates human NPY-Y1 receptor; 220,000 compounds, 0.37% hits; NPY-Y1 expressing cells, potentiator/agonist activation; P25929; activation, % at 3.6 µM; in the data active means activation above about 33%, passing the limit was not always enough;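 further: cells stimulated with NPY at EC10 then isoproterenol at EC100; 0% = low agonist plus stimulus and 100% = saturating agonist plus stimulus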
# S1P4 agonist = human S1P4 receptor agonism | O95977 | S1P4-expressing cell line, agonist reporter assay | activation, % at 4.98 µM | 220,000 compounds, 0.35% hits | AID 1509; in the data active means activation above about 11%;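 further: 0% = DMSO vehicle and 100% = reference agonist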
# p97 inhibitor = inhibitors of human p97 ATPase. AID 1481. inhibition, % at 8 µM. recombinant p97 ATPase, Kinase-Glo ATP luminescence, 3 h. P55072. 220,000 compounds, 0.42% hits; in the data active means inhibition above about 15%;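 further: 0% = DMSO vehicle and 100% = wells lacking enzyme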
# Target sequence (P55072 whole entry, looked up): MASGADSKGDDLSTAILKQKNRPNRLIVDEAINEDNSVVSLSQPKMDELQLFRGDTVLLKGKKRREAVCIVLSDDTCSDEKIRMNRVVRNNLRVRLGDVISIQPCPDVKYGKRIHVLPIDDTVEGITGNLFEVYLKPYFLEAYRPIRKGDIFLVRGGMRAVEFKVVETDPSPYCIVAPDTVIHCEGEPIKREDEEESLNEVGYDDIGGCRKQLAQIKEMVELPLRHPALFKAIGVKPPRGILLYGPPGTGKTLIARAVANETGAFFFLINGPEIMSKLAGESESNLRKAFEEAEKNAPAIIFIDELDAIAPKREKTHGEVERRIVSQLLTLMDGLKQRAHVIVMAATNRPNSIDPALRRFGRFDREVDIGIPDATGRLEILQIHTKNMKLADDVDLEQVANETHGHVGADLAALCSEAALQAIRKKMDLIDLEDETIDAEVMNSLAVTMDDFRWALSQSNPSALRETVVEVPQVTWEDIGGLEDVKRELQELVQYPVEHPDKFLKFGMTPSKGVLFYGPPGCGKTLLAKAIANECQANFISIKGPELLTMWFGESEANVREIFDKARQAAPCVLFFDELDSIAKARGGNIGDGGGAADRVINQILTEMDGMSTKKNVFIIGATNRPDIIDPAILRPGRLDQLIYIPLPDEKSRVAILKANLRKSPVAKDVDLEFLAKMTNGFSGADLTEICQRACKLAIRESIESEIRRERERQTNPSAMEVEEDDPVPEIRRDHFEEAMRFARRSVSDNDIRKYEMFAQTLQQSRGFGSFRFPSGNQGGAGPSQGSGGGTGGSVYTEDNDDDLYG
# S1P4 antag = antagonists of human S1P4 receptor; inhibition, % at 4.98 µM; S1P4-expressing cells, antagonist mode, reporter read-out; O95977; 220,000 compounds, 0.26% hits; AID 1510; in the data active means inhibition above about 29%;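 further: 0% = wells stimulated with agonist and 100% = vehicle wells without agonist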
# EP2 mod = modulates human prostaglandin E2 receptor EP2 signaling; EP2-expressing cells, cAMP HTRF FRET, PGE2 co-stimulation; induction, % at 25 µM; 260,000 compounds, 0.83% hits;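 active means compounds whose cAMP rise, as percent of the full-agonist control response, exceeds 60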;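 further: rat C6 glioma line stably carrying human EP2 under a CMV promoter; the protocol text gives 20 µM as final concentration; 100% = response of wells given 1 µM PGE2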
# NPY Y1 blocker = NPY-Y1 (human) receptor antagonism. P25929. HEK293-CNG Y1 cells, membrane potential fluorescence; NPY at EC95, then isoproterenol. inhibition, % at 3.6 µM. 200,000 compounds, 1% hits;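 active means inhibition above the campaign mean inhibition of all tested compounds plus 3 SD, cut at about 20% in these data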;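 further: 0% = DMSO wells given NPY plus isoproterenol and 100% = isoproterenol alone without NPY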
#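 Test system – HEK293 Y1/CNG channel cell line · Also added – NPY agonist 25 nM, then isoproterenol 1 µM plus Ro 20-1724 25 µM · Compound dosing – one concentration, 3.6 µM, in 0.4% DMSO · Schedule – compound incubation 1 h at room temperature, readout 45 min post-stimulation · Technique – fluorescence, membrane potential probe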
# NPY2 pot ag = human NPY-Y2 potentiation or agonism, primary screen. cells expressing NPY-Y2, potentiator/agonist read-out. activation, % at 3.6 µM. 220,000 compounds, 0.45% hits. AID 1359; in the data active means activation above about 27%;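 further: cells stimulated with NPY near EC25 plus isoproterenol at EC100; 0% = vehicle plus submaximal agonist and 100% = vehicle plus saturating agonist; some results beyond the cut were filed as inactive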
# EP2 antag = EP2 receptor (human) inhibition; P43116; C6 glioma cells expressing human EP2, cAMP TR-FRET; cells stimulated with saturating PGE2; inhibition, % at 25 µM; 260,000 compounds, 0.52% hits;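 active means percent inhibition above 40 after rounding to a whole number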;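 further: rat C6 glioma host cells with rolipram phosphodiesterase inhibitor present; the protocol text gives 20 µM as final concentration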
# Active calls of the source: *; · = not tested or not shown; & = joins results of further samples; [ ] = another dose, or the depositor's remark. The list is partial; rates above refer to the full screens.
# Values run as follows: eIF4E-4G inh	NPY1 pot ag	S1P4 agonist	p97 inhibitor	S1P4 antag	EP2 mod	NPY Y1 blocker	NPY2 pot ag	EP2 antag
COc1ccc(N2CCSC2C(=O)NN)cc1 (stereo unspecified)
→ 2	9	4.0	-1	-1	1	2	-4	24
O=C(c1ccccc1SCc1ccccc1)N1CCCCCC1
→ -1	0	0.1	-1	-14	38	3	-15	7
Nc1ncc(Br)cc1N=Cc1ccccc1
→ 1	-2	4.1	6	-15	-8	0	-11	14
CCc1ncc(/C=C2\C(=O)Nc3ccccc32)[nH]1
→ -3	-6	-0.3	3	18	-59	·	-5	14
Cc1cc(NC(=O)CN2C(=O)NC(C)(c3ccc(OC(F)F)cc3)C2=O)no1 (stereo unspecified)
→ 1	12	0.1	11	-14	-20	-4	9	24
CC1CCCC(C)N1C(=O)COc1ccc([N+](=O)[O-])cc1Cl (stereo unspecified)
→ -2	2	-0.1	3	3	-5	-1	-1	3
CC(=O)Nc1ccc(S(=O)(=O)N(C)CC(=O)OCC(=O)Nc2cccnc2Cl)cc1
→ 1	7	-0.2	6	-16	6	0	6	9
CC(C)[C@H](NC(=O)c1ccco1)C(=O)OCC(=O)NC12CC3CC(CC(C3)C1)C2
→ -2	-12	-0.2	4	-7	33	7	3	6
COCCNC(=O)c1ccc(NS(C)(=O)=O)cc1
→ 6	4	-1.5	4	-27	7	-5	12	4
COc1ccc(C(=O)Nc2cc(OC)cc(OC)c2)cc1
→ 7	-12	0.2	-5	-19	-27	7	-17	8

# The last 2 records of the section before open the next one.
# Values run as follows: eIF4E-4G inh	NPY1 pot ag	S1P4 agonist	p97 inhibitor	S1P4 antag	EP2 mod	NPY Y1 blocker	NPY2 pot ag	EP2 antag
COCCNC(=O)c1ccc(NS(C)(=O)=O)cc1
→ 6	4	-1.5	4	-27	7	-5	12	4
COc1ccc(C(=O)Nc2cc(OC)cc(OC)c2)cc1
→ 7	-12	0.2	-5	-19	-27	7	-17	8
Cc1oc(-c2ccccc2)cc1C(=O)Nc1cccc(C(=O)O)c1
→ -6	-6	1.7	0	12	8	11	-9	11
COc1ccc(NC(=O)C(CC(=O)O)C(C)c2ccccc2)cc1 (stereo unspecified)
→ -2	3	-1.2	1	-27	14	1	7	5
CCCn1ncc(CN2CCC(CO)(CC3CCCCO3)CC2)c1C (stereo unspecified)
→ 4	10	-0.5	6	0	4	-1	-9	0
Fc1ccc(Nc2cccc3nccnc23)cc1
→ -3	-3	0.8	0	-20	1	-5	2	6
COc1ccc(C(=O)C2CCCN(C(=O)c3cccs3)C2)cc1F (stereo unspecified)
→ -2	2	0.4	3	-4	-54	3	-1	8
S=c1[nH]nc(-c2ccncc2)n1Cc1ccccc1
→ -7	24	-0.4	2	5	6	-2	-11	13
COCCNC(=O)C(c1ccco1)N(Cc1ccc(OC)cc1)C(=O)Cn1nnc2ccccc21 (stereo unspecified)
→ 0	4	-2.1	-1	-12	20	3	-4	·
COc1cccc2cc(C(=O)N(C)C)c(=O)oc12
→ -4	3	-0.9	1	0	3	-1	13	10
CCC(C)[C@H](NC(=O)Nc1ccccc1F)C(=O)OC (stereo partly specified)
→ -1	21	-1.3	7	0	-11	·	-9	13
CC(C)Cc1nc2oc3c(Cl)ncnc3c2c2c1CCC2
→ -2	10	-2.1	0	-4	58	-2	9	12
CCOC(=O)c1sc(=NC(=O)c2cc(OC)c(OC)c(OC)c2)n(C)c1C
→ 2	9	0.3	3	1	21	-2	7	10
CCOC(=O)c1ccc(NC(=O)c2cccc(S(=O)(=O)N3CCOCC3)c2)cc1
→ 3	10	0.9	-2	9	-11	0	-2	21
COc1ccc(Cn2c(SCC#N)nc3ccc(N4CCOCC4)cc3c2=O)cc1
→ -5	-2	-2.4	0	-6	12	0	-6	5
Cc1ccc2nc(N(CCCN(C)C)C(=O)c3ccco3)sc2c1
→ 1	-14	0.8	2	-8	-27	8	-1	1
CC(=O)c1cc2c(cc1NS(=O)(=O)c1ccccc1)OCO2
→ -1[fluorescence artefact?]	-14	0.1	-2	-4	20	2	-10	4
COCCN(C(=S)Nc1c(C)cccc1C)C(C)c1cccs1 (stereo unspecified)
→ 2	-5	2.8	-1	2	37	9	5	6
C=C(C)c1nc(N)nc(N)n1
→ -3	7	1.1	-6	-4	1	5	-4	11
CC(C)(C)c1ccc(C2(C)NC(=O)N(CC(=O)c3ccc[nH]3)C2=O)cc1 (stereo unspecified)
→ -8	25	0.2	1	-7	1	-2	3	5
O=C(Nc1nnc(-c2ccncc2)o1)c1ccccc1
→ 0	4	1.7	3	1	3	0	0	2
CN(C)C(=O)CSc1cnc2ccccc2n1
→ 5	9	0.0	1	-32	3	0	2	11
CCOc1ccc(-n2c(N)c(C(=O)NCc3cccnc3)sc2=S)cc1
→ 1	9	1.3	-5	2	-11	-2	-11	9
COc1ccc(OCC(=O)Nc2cc(-c3nn(C)c(=O)c4ccccc34)ccc2OC)cc1
→ 2[fluorescence artefact?]	11	0.8	2	7	42	7	-9	15
Cc1cccn2cc(CNS(=O)(=O)c3cccc(F)c3)nc12
→ 3	11	-1.7	3	-14	-8	5	-4	11
CCn1c(C)nc2cc(OC)ccc21
→ -4	21	0.4	7	20	0	-3	8	5
O=C(COc1ccccc1)N1CCN=C1SCc1ccc(F)cc1
→ -6	-4	0.8	-2	5	18	·	3	6
CCOC(=O)c1oc2ccccc2c1NC(=O)CCl
→ -2	13	-0.5	8	-7	-13	·	5	8
COc1cc(C(=O)Nc2ccc3c(c2)OCCO3)ccc1OC(F)F
→ -2	-1	-0.2	-2	-17	-16	4	-5	8
O=C(CN1C(=O)CCC1=O)Nc1nc(-c2ccccn2)cs1
→ 5	-4	-0.3	7	-4	6	-2	-4	8
CCCc1nnc(NC(=O)c2ccc([N+](=O)[O-])cc2)s1
→ 14	7	0.1	3	-9	-7	1	9	3
COc1ccc(-c2noc(CSc3nc4sc(C)c(C)c4c(=O)n3-c3ccccc3)n2)cc1OC
→ 4	7	1.8	5	-5	30	-2	-11	21
CC(=O)N(c1cccc(C(F)(F)F)c1)c1nc(/C=C/C(=O)O)cs1
→ -15	16	-0.4	3	-14	4	·	-3	6
COc1cc(OC)c(OC)cc1/C=N/Nc1nc2ccccc2[nH]1
→ 0	17	0.4	6	8	-47	·	-11	8
CCn1c(=S)[nH]c2cc(Cl)ccc21
→ 3	6	-0.3	8	-12	-2	·	-5	8
COC(=O)c1ccc(COC(=O)CCS(=O)(=O)c2ccc(C)cc2)cc1
→ 4	-25	1.8	1	-6	-14	-2	-8	9
COc1cc(/C=N/Nc2ccc(Cl)c(C(=O)O)c2)ccc1OCC(=O)N1C(C)CCCC1C (stereo unspecified)
→ -1	3	1.5	2	-8	16	3	3	7
OCC1(CCOc2ccccc2)CCN(Cc2ccc3c(c2)OCCO3)CC1
→ -1	-13	-0.7	-2	-10	-61	20	-9	11
CCC(C)NC(=O)Cn1c(-c2ccccc2)cc(C(C)=O)c1C (stereo unspecified)
→ -2	5	1.3	3	-29	6	7	-5	7
Cc1nn(-c2cc(Cl)ccc2N)c(=O)c2ccccc12
→ -9	-11	0.2	1	-11	18	3	10	9
O=C(NCCn1ccc2ccccc21)c1ccc2c(c1)OCO2
→ 1[fluorescence artefact?]	-5	-0.3	-5	-10	-71	0	-11	9
C=C(C)CNC(=S)N/N=C/c1ccc([N+](=O)[O-])cc1
→ 0	4	-0.3	-5	-2	-35	5	-7	4
COc1ccccc1CNC(=O)/C=C/C(=O)O
→ 0	-6	0.9	-3	2	-21	·	-19	3
COc1ccc(C2C(C#N)=C(N)Oc3n[nH]c(-c4ccccn4)c32)c(OC)c1OC (stereo unspecified)
→ 2	16	0.3	5	0	17	-5	15	·
O=C(Nc1ncccn1)c1cccs1
→ -6	3	0.9	5	-7	23	3	14	10
Cc1nnc(NC(=O)c2c(-c3ccccc3)noc2C)s1
→ 4	15	0.1	3	-4	7	2	4	16
CCCc1cc(=O)n2[nH]c(-c3ccc(C)cc3)cc2n1
→ 0	11	-0.1	9	7	-9	-5	15	11
COc1cc(OC)cc(C(=O)NC(=S)Nc2cc3oc4ccccc4c3cc2OC)c1
→ -5	-1	3.7	3	-15	19	1	7	7
COc1ccc(OC)c(Nc2nc(NCCCN(C)C)nc(N)c2[N+](=O)[O-])c1
→ -2	4	0.7	5	-13	-27	·	1	14
CC(=O)CCc1ccc2oc(C(=O)O)c(C)c2c1
→ 1[fluorescence artefact?]	-2	-0.3	3	-16	14	4	5	14
COc1ccc(OC)c(-n2c(=S)[nH]c3cc(C(=O)N(C)Cc4ccccc4)ccc3c2=O)c1
→ -4	6	-0.9	5	12	0	-3	-9	1
Cc1ccc(/C=N/N(Cc2ccccc2)c2ccccc2)o1
→ 1	-9	4.1	2	-2	69*	6	10	6

# Next records.
# Values run as follows: eIF4E-4G inh	NPY1 pot ag	S1P4 agonist	p97 inhibitor	S1P4 antag	EP2 mod	NPY Y1 blocker	NPY2 pot ag	EP2 antag
Nc1nc2ccccc2n1/N=C/c1ccc(-c2ccccc2)o1
→ -2[fluorescence artefact?]	-14	1.2	-1	-7	42	5	1	·
Cc1ccc(S(=O)(=O)N2CCCCC2)cc1C(=O)Nc1ccc(N2CCOCC2)cc1
→ -4	11	-1.1	-1	-20	-5	-5	2	9
COc1cc(/C=N/N(C)c2ccccc2)ccc1O
→ 7[fluorescence artefact?]	-17	2.1	1	-19	-15	-8	-7	6
C/C(=N\NC(N)=O)c1cc(Cl)cc(Cl)c1O
→ -7	8	0.2	4	9	-36	·	1	9
Cc1c(C(=O)N2CCCC2)sc(NC(=O)c2cccc(Cl)c2)c1C#N
→ 0	17	0.4	2	-9	-14&-2	0	8	14&9
O=C(Nc1nnc(C2CCCO2)s1)c1cccs1 (stereo unspecified)
→ 2	-6	-0.6	-2	12	12	1	2	8
N#Cc1ccc(Cl)cc1NC(=O)COC(=O)c1ccc(S(=O)(=O)N2CCCC2)cc1
→ ·	14	2.6	3	3	-7	0	-6	·
CCCC(=O)N1CCN(c2ccc(NC(=O)c3cccs3)cc2Cl)CC1
→ 1	-3	1.7	-2	-12	-46	-2	-18	5
COc1ccccc1-c1c(C)oc2cc(OC(=O)c3ccco3)ccc2c1=O
→ 5	-8	-0.2	1	11	-40	9	-18	3
Cc1cccc(NC(=O)COc2ccc3oc4c(c3c2)CCCC4)n1
→ -5	-23	0.3	-4	0	-20	12	-10	8
O=C(Nc1ccccc1C(=O)NC(Cc1ccccc1)C(=O)NC1CCCCC1)c1ccccc1 (stereo unspecified)
→ 8[fluorescence artefact?]	-25	-1.5	0	-4	40	4	-5	1
Cc1ccc(-c2nn(C)c(=O)c3ccccc23)cc1CO
→ -4[fluorescence artefact?]	-1	0.0	6	-6	10	-3	8	11
Cc1nc(-c2ccc(S(=O)(=O)NCc3cccnc3)s2)cs1
→ 1	-3	2.1	-3	-6	-39	·	-11	0
COc1ccc(N(CC(=O)Nc2ccc(C)c(C)c2)S(=O)(=O)c2c(C)n[nH]c2C)cc1
→ 6	-2	-0.6	-4	-4	-28	-7	5	·
Cc1cc(S(=O)(=O)NC2CCCCC2)ccc1-n1cnnn1
→ -1	12	-0.4	1	15	-50	0	7	5
CCN=c1scc(C)n1/N=C/c1cc(Br)c(O)c(OC)c1
→ 5	9	0.3	3	-5	0	7	-2	7
O=C(c1oc(=O)c2ccccc2c1-c1ccccc1)N1CCC(O)CC1
→ 4	8	0.2	2	-17	21	1	2	4
CCN(CC)S(=O)(=O)c1ccc(OC)c(NC(=O)COc2ccc3c(C)cc(=O)oc3c2)c1
→ -16[fluorescence artefact?]	-6	-0.3	-1	-29	10	1	5	67*
CCOC(=O)C1CCc2nc3ccccc3c(=O)n21 (stereo unspecified)
→ 0	18	-0.7	4	-5	21	4	-4	6
